Screening results: PubChem BioAssay, Sanford-Burnham Center for Chemical Genomics
HKDC1 inhibitor: HKDC1 hexokinase inhibitors, primary screen, biochemical, fluorescence, uHTS; hit rate 0.16% among 340,000; Q2TB90; recombinant HKDC1, G6PDH/diaphorase resazurin coupled fluorescence; inhibition, % at 20 µM;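 active = inhibition above about 35% when tested at 20 µM, limit read from the data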;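 note: plate controls were DMSO wells with enzyme for no effect and DMSO wells lacking enzyme for full effect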
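Assay system: in-house recombinant HK5 (HKDC1) enzyme. Input: HKDC1 at 5 µg/mL. Medium: Tris pH 8.0 buffer with MgCl2, Tween-20, BSA, BME. Dosing: single 20 µM dose. Schedule: 90 min reaction incubation at room temperature, dark. Signal: resazurin-to-resorufin fluorescence via G6PDH and diaphorase coupling, 525/613 nm. Controls: DMSO-enzyme wells negative, buffer-substituted wells positive.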
697 NFkB inh: inhibitors of PMA/ionomycin-induced NF-kB reporter, 697 cells, primary screen, B-cell NF-kB inhibitor project, cell-based, luminescence, uHTS; 697 B-cell NF-kB luciferase reporter, 16 h; inhibition, % at 4 µM; hit rate 0.33% among 330,000; AID 435022, 2010; in the data active = inhibition above about 35%
SENP8 block: SENP8 protease inhibitors, primary screen, biochemical, luminescence; Sentrin-specific protease 8 (Homo sapiens), Q96LD8; purified SENP8, Z-RLRGG-aminoluciferin cleavage; inhibition, % at 10 µM; hit rate 1.2% among 330,000; AID 2540, 2010
Target sequence (Q96LD8 whole entry, looked up): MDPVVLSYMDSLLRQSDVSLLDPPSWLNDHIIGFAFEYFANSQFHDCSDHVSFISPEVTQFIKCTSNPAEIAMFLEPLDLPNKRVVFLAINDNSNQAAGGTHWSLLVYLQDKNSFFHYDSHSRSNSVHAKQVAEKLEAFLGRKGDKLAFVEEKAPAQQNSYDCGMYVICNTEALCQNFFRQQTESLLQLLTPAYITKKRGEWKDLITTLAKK
Jurkat NFkB inh: inhibitors of induced NF-kB luciferase reporter, primary screen, TCR NF-kB activation inhibitor project, cell-based, luminescence, uHTS. inhibition, % at 4 µM. hit rate 0.53% among 330,000. Jurkat, PMA/ionomycin-induced NF-kB luciferase reporter
UBC13 polyUb: UBC13 polyubiquitin chain formation inhibitors, primary screen, biochemical, TR-FRET, uHTS; Ubiquitin-conjugating enzyme E2 N (Homo sapiens), P61088; inhibition, % at 20 µM; hit rate 0.47% among 330,000; AID 485273, 2010; in the data active = inhibition above about 45%, passing the limit was not always enough; inconclusive = no clear call, values can overlap the other calls
Target sequence (P61088 whole entry, looked up): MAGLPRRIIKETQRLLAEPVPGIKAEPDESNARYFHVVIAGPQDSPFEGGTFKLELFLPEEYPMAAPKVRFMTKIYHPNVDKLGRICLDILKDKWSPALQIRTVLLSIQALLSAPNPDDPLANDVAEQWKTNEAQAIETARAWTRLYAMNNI
Gli-Sufu block: Gli-Sufu pathway antagonists, primary screen, luciferase luminescence, Sufu-KO-LIGHT cells, uHTS. Sufu-KO-LIGHT fibroblasts, Gli luciferase reporter luminescence. inhibition, % at 5 µM. hit rate 0.74% among 340,000. AID 588413, 2011;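 active = inhibition above about 55%, limit read from the data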;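 note: 0% = DMSO-treated cells and 100% = wells with medium but no cells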
SENP7 block: SENP7 protease inhibitors, primary screen, biochemical, luminescence, uHTS | hit rate 1.5% among 330,000 | Sentrin-specific protease 7 (Homo sapiens), Q9BQF6 | recombinant SENP7, Z-RLRGG-aminoluciferin luminescence, 40 min | inhibition, % at 5 µM;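 active = inhibition above about 50% at the single test dose, limit read from the data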;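 note: plate controls were DMSO with enzyme for no effect and no enzyme buffer wells for full effect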
Target sequence (Q9BQF6 706-1050 limits assumed): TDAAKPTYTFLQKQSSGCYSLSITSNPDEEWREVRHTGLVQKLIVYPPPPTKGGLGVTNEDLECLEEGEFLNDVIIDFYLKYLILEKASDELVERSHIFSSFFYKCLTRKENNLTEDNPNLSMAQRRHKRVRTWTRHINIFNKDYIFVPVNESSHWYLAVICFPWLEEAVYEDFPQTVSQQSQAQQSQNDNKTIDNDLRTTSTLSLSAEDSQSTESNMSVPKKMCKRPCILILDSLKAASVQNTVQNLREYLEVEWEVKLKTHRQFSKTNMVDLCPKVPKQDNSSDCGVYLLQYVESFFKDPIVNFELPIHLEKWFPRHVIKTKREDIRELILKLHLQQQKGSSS
Apaf1 inhib: inhibitors of human Apaf-1 apoptosome, primary screen, biochemical, DEVD-Rh110 fluorescence, uHTS; Apoptotic protease-activating factor 1 (Homo sapiens), O14727; inhibition, % at 20 µM; reconstituted apoptosome caspase-3 activity; hit rate 0.71% among 330,000; active = inhibition of at least 40% at 20 µM;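 note: plate controls were DMSO wells for no effect and DEVD-CHO caspase inhibitor wells for full effect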
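System: reconstituted apoptosome with Apaf-1, cytochrome c, caspase-9, procaspase-3, dATP; Signal: Rh110 fluorescence intensity; Schedule: 30 min compound preincubation, 50 min activation, room temperature; Reagent: cytochrome c trigger plus (Z-DEVD)2-Rh110 caspase-3 substrate.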
* marks the source's active call; other numbers are inactive results; ? = inconclusive; / = no result given. Cut-off read from the data, not from the text of the source, unless noted: active = inhibition above about 50%; inactive = the rest.

SMILES,HKDC1 inhibitor,697 NFkB inh,SENP8 block,Jurkat NFkB inh,UBC13 polyUb,Gli-Sufu block,SENP7 block,Apaf1 inhib
c1ccc(-c2nc3ccccc3nc2N2CCOCC2)cc1,-5,2,-4,9,6,-2,5,7
O=[n+]1cc(-c2ccc(Br)cc2)n([O-])c2c1CCC2,14,4,-3,1,3,2,6,0
COc1cc(-c2nnc(SC(C)C(=O)Nc3c(C)n(C)n(-c4ccccc4)c3=O)o2)cc(OC)c1OC (centres undefined),-12,-39,-4,-12,2,-2,10,-6
O=C(c1ccc(Cl)cc1)N1CCN(C(=O)C2CCCCC2)CC1,1,-3,-1,-2,-7,8,-2,19
O=C(c1cc(-c2ccc(F)cc2)on1)N1CCOCC1,1,-136,-8,-70,-4,-70,-1,-2
O=C(Nc1ccccc1)c1cc(-c2ccccc2Cl)no1,3,0,69*,-172,-5,-8,85*,16
CCOC(=O)c1c(NC(=S)Nc2ccccc2)sc(C)c1C,7,-9,3,-21,10,-8,6,-5
Cc1cccc(CCN2C(N(C)C)=NC[C@@H]2C)c1,2,-4,-6,-18,14,-6,5,4
Cc1ccc(-c2nn(-c3ccccc3)cc2/C=C/C(=O)OCC(=O)NC2CC2)o1,-2,-8,-8,-2,20,-14,2,18
Cc1cc(C)c(NC(=O)NC(=O)c2cccc(F)c2)c(C)n1,-10,3,4,-1,-1,-16,-2,0
CC(C)(C)c1cc[n+](C2=C([O-])c3ccccc3C(=O)/C2=N\S(=O)(=O)c2cccs2)cc1,17,-7,51*,29,-118,4,35,35
CCCNC(=O)CSC1=N/C(=C/c2ccc(F)cc2)C(=O)N1CC,-6,2,1,9,2,9,2,-9
CC(=O)/C(N)=N/Nc1cccc(Cl)c1,-2,-3,-24,-19,-22,-5,-11,2
Cc1ccc(S(=O)(=O)N2CCN(C(=O)CNC(=O)c3sc4ccccc4c3Cl)CC2)cc1,0,-23,-8,15,1,5,8,6
COC(=O)C1(C(=O)OC)NOC2C(=O)N(c3ccc(Cl)cc3Cl)C(=O)C21 (centres undefined),-8,23,1,2,5,-8,9,-13

Next section
SMILES,HKDC1 inhibitor,697 NFkB inh,SENP8 block,Jurkat NFkB inh,UBC13 polyUb,Gli-Sufu block,SENP7 block,Apaf1 inhib
CSc1nc(C)cc(SCC(=O)Nc2ccc(Cl)cc2Cl)n1,-4,-12,8,0,8,8,5,8
Cc1ccccc1C(=O)NC1CCSC1=O (centres undefined),15,13,-4,-8,-3,15,-8,-6
COc1ccc(CN(C(=O)CSc2nnc(-c3ccc(OC)c(OC)c3)o2)c2ccc(F)cc2)cc1,3,-63,1,-17,5,-2,9,18
CCOC(=O)c1c(C)nc2sc3c(=O)n(-c4ccc(C(C)=O)cc4)cnc3c2c1-c1ccc(Cl)cc1,0,3,0,15,2,-3,6,23
O=C(NC1CCCCC1)N1CCN(C(c2ccccc2)c2ccccc2)CC1,1,-9,-5,-27,0,-24,-12,-2
COc1ccc(NC(=O)CCCSc2nc(-c3ccco3)cc(C(F)(F)F)n2)cc1OC,1,5,6,4,-3,-7,-5,9
COC(=O)C1CCN(C(=O)CCC2CCCCC2)CC1,-7,12,10,-4,8,-12,0,-4
Cc1nn2c3ccccc3nc2c2ccccc12,3,5,-1,-11,17,8,1,12
COc1ccc(Nc2nc(-c3ccc(OC)cc3)cs2)cc1,-11,-124,10,-65,-2,-77,10,-2
CC(O)CN=c1cc(-c2ccccc2)oc2ccc(Cl)cc12 (centres undefined),-10,-45,-2,-49,3,-9,0,3
Cc1ccc(C(=O)Nc2ccccc2N2CCCC2)cc1,-3,-19,-4,-6,6,-43,6,-10
CCc1ccc(CNC(=O)CCc2nc(-c3cccs3)no2)cc1,-4,-7,-14,-8,-11,-8,14,3
Cc1cccc(NC(=O)c2ccc(S(=O)(=O)N3CCCCC3)cc2)n1,0,14,-6,4,1,-5,-3,10
Nc1ccc(Oc2ccc([N+](=O)[O-])cc2[N+](=O)[O-])cc1,2,-12,-6,-2,-10,-6,-18,-5
C=CC(=O)NC(NC(=O)C=C)c1ccc(Br)cc1,-8,-2,2,1,-12,7,0,3

(further entries)
SMILES,HKDC1 inhibitor,697 NFkB inh,SENP8 block,Jurkat NFkB inh,UBC13 polyUb,Gli-Sufu block,SENP7 block,Apaf1 inhib
COc1ccc(S(=O)(=O)N2CCCC(C(=O)NCCC3=CCCCC3)C2)cc1 (centres undefined),0,11,9,10,-1,0,2,14
COC(=O)c1cccc(Cn2cc([N+](=O)[O-])cn2)c1,/,7,3,2,2,/,7,-6
S=c1nc[nH]c2c1sc1nc(N3CCOCC3)c3c(c12)CCCC3,5,-2,7,-10,?,13,5,-7
O=C(COc1ccc2c(-c3ccccc3)cc(=O)oc2c1)NCC(O)c1ccccc1 (centres undefined),-1,26,-1,-12,1,-9,2,15
C=CCn1c(-c2ccc(Cl)cc2)ccc(C#N)c1=O,10,17,0,11,15,-2,7,11
CCOc1ccccc1NC(=O)COc1coc(CN2CCc3ccccc3C2)cc1=O,-5,2,3,4,4,16,-1,11
CCOc1ncccc1C(=O)OCC(=O)N1CCN(S(=O)(=O)c2ccccc2)CC1,-8,6,5,3,1,-1,1,-1
CC(=O)c1ccc(NC(=S)Nc2ccc3cn[nH]c3c2)cc1,6,-30,5,10,-4,1,13,24
COc1ccc(C(=O)N/C(=C\c2ccc3c(c2)OCO3)C(=O)Nc2ccc(C(=O)O)cc2)cc1,-2,-1,-6,14,-16,-8,-3,2
Cc1ccc(NC(=O)c2cc(C)no2)cc1,11,0,-9,-18,-2,-7,6,-5
NS(=O)(=O)c1ccc(CCNC(=O)COC(=O)C2CCCN2C(=O)c2cccs2)cc1 (centres undefined),-3,10,-4,-12,0,5,-7,1
O=C(CN1CCN(c2ncc(C(F)(F)F)cc2Cl)CC1)NC(=O)NCc1ccccc1,-14,-29,6,-10,-7,-5,1,-23
COC(=O)[C@@H](NC(=O)c1ccc2c(c1)S(=O)(=O)c1ccccc1C2=O)C(C)C,-4,3,-15,-12,-3,26,-7,15
CC1CCCN(C2=C(NS(=O)(=O)c3ccc(Cl)cc3)C(=O)c3ccccc3C2=O)C1 (centres undefined),17,7,12,4,-44,-18,12,27
Cc1nn(Cc2ccccc2)c(Cl)c1C(=O)NC(C)(C)C,12,14,-9,1,-5,2,7,7

Complete entries, looked up by structure. Screens in order: HKDC1 inhibitor	697 NFkB inh	SENP8 block	Jurkat NFkB inh	UBC13 polyUb	Gli-Sufu block	SENP7 block	Apaf1 inhib
Cc1nn2c3ccccc3nc2c2ccccc12 reads 3	5	-1	-11	17	8	1	12
CC(C)(C)c1cc[n+](C2=C([O-])c3ccccc3C(=O)/C2=N\S(=O)(=O)c2cccs2)cc1 reads 17	-7	51*	29	-118	4	35	35
C=CC(=O)NC(NC(=O)C=C)c1ccc(Br)cc1 reads -8	-2	2	1	-12	7	0	3
O=C(COc1ccc2c(-c3ccccc3)cc(=O)oc2c1)NCC(O)c1ccccc1 (centres undefined) reads -1	26	-1	-12	1	-9	2	15

Entries shown so far that have a furan ring, fused or not, in the order listed:
SMILES,HKDC1 inhibitor,697 NFkB inh,SENP8 block,Jurkat NFkB inh,UBC13 polyUb,Gli-Sufu block,SENP7 block,Apaf1 inhib
Cc1ccc(-c2nn(-c3ccccc3)cc2/C=C/C(=O)OCC(=O)NC2CC2)o1,-2,-8,-8,-2,20,-14,2,18
COc1ccc(NC(=O)CCCSc2nc(-c3ccco3)cc(C(F)(F)F)n2)cc1OC,1,5,6,4,-3,-7,-5,9

Looked up above.
In SENP7 block, COC(=O)[C@@H](NC(=O)c1ccc2c(c1)S(=O)(=O)c1ccccc1C2=O)C(C)C is entered as -7
In SENP7 block, CC(=O)c1ccc(NC(=S)Nc2ccc3cn[nH]c3c2)cc1 is entered as 13

Next structures.
Values run as follows: HKDC1 inhibitor | 697 NFkB inh | SENP8 block | Jurkat NFkB inh | UBC13 polyUb | Gli-Sufu block | SENP7 block | Apaf1 inhib
COc1cc(NC(=O)c2nccn2C)cc(C(=O)Nc2cccc(C(F)(F)F)c2)c1
 : -4 | -24 | -6 | 44 | 7 | -5 | -2 | -18
Cc1c(C(=O)O)nn(-c2cccc(C(F)(F)F)c2)c(=O)c1C#N
 : -6 | 5 | 5 | -15 | 7 | -3 | -2 | -11
COC(=O)c1cc(OC)c(OC)cc1NC(=S)N1CCN(c2ccccc2)CC1
 : 16 | 17 | 6 | 17 | 12 | -4 | 0 | 7
COc1ccc(S(=O)(=O)N/N=C(/C)c2ccncc2)c(OC)c1
 : -2 | 10 | 3 | -2 | 15 | -9 | -4 | 7
Cc1cccc(NC(=O)c2c(C)nc3ccccn23)c1
 : -1 | 0 | -7 | -17 | 0 | -25 | -1 | -1
CCC(=O)NC(=S)Nc1ccccc1C(F)(F)F
 : 0 | 1 | -3 | -3 | 4 | -5 | 8 | 3
CCc1c(C)sc(NC(=O)OC)c1C(N)=O
 : 1 | 2 | -5 | -1 | 3 | -10 | -2 | -3
CN(C(=O)c1ccco1)c1nnc(C23CC4CC(CC(C4)C2)C3)s1
 : 4 | -85 | -3 | -74 | 4 | -54 | 3 | 26
CCSc1cc(N2CCOCC2)nc(-c2ccc(Cl)cc2)n1
 : -2 | -3 | -9 | -8 | -4 | 12 | -7 | 11
O=C(Nc1ccc(-n2cccn2)cc1)C1CCCCN1Cc1cccc2cccnc12 (centres undefined)
 : 2 | -14 | 7 | 2 | 6 | 14 | -4 | 17

Next part.
Values run as follows: HKDC1 inhibitor | 697 NFkB inh | SENP8 block | Jurkat NFkB inh | UBC13 polyUb | Gli-Sufu block | SENP7 block | Apaf1 inhib
COc1cccc2c(=O)c3ccccc3oc12
 : 3 | -20 | -12 | -24 | 22 | 12 | -17 | 9
CCCn1c(SCC(=O)Nc2cccc(C(=O)OCC)c2)nnc1-c1ccoc1C
 : -1 | 2 | 0 | -5 | 12 | -2 | 5 | 17
Cn1c(=O)c2c(SCc3cccnc3)nc(CC(C)(C)C)nc2n(C)c1=O
 : 7 | -58 | -10 | -14 | 2 | -6 | 11 | 27
C=CCOc1cccc(CNc2ccc3[nH]c(=O)[nH]c3c2)c1
 : 8 | 12 | 2 | -1 | 6 | 24 | 2 | -1
O=C(Cn1cnc2c(cnn2-c2ccc(F)cc2)c1=O)N1CCN(c2ccccc2F)CC1
 : -3 | 10 | -1 | 1 | 11 | -8 | 0 | -9
CCCCNC(=O)c1onc(CSc2nc3ccccc3[nH]2)c1C(=O)NCCCC
 : 4 | -1 | -5 | 23 | 0 | 21 | 0 | 8
Cc1cc(NS(=O)(=O)c2ccc(NC(=O)CSc3nc4ncccc4[nH]3)cc2)nc(C)n1
 : -7 | 26 | -3 | 1 | -3 | -1 | 7 | -16
O=C1COc2ccccc2N1Cc1ccccc1Cl
 : 1 | -9 | -2 | 3 | 7 | -3 | 0 | 7
OC(COCc1ccc2c(c1)OCO2)CN1CCN(Cc2ccccc2)CC1 (centres undefined)
 : 1 | 4 | 3 | 9 | 2 | -27 | 1 | -1
